uPA surface inh: qHTS for Inhibitors of Cell Surface uPA Generation; cell surface uPA generation assay, qHTS; Potency, µM (titrated, usually from 38.3 µM), for the others: at the top dose activity change, negative = inhibition, most hits filed as inhibitors; 330,000 compounds, 0.31% hits; AID 540303, 2011; active = well fitted inhibition curve with a large enough effect; inconclusive = small, poorly fitted or top-dose-only effect; inactive = no such curve, though single readings can be large or run the other way; tested in mouse RAW 264.7 cells; note: % is set by controls: 0 for no effect and ±100 for the full control effect; nearly all actives have a fitted effect of over 55% in size
RORg inh: qHTS for inhibitors of ROR gamma transcriptional activity | 310,000 compounds, 5.4% hits | Nuclear receptor ROR-gamma (Mus musculus), P51450 | Potency, µM (series often up to 53.6 µM), for the others: at the top dose activity change, negative = inhibition, hits mostly inhibitors | Drosophila S2 Gal4-RORgamma UAS-luciferase reporter, 20 h; note: % is set by controls: 0 for no effect and ±100 for the full control effect; nearly all actives have a fitted effect of over 60% in size
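Read-out: Photinus luciferase luminescence; inhibitors lower reporter signal. Insect Schneider cells with Gal4-ROR gamma fusion under metallothionein promoter, UAS reporter; 700 uM final copper sulfate induction, 20 hr, ambient temperature.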
MBNL1 CUG block: qHTS Assay for Inhibitors of MBNL1-poly(CUG) RNA binding | Muscleblind-like protein 1 (Homo sapiens), Q9NR56 | TR-FRET MBNL1-His/biotin-(CUG)12 binding, 665/545 ratio | Potency, µM (series often up to 57.5 µM), for the others: top-dose activity change, negative = inhibition, actives largely listed as inhibitors | 280,000 compounds, 0.036% hits | AID 2675, 2010; active = well fitted inhibition curve with a large enough effect in the signal ratio, with a control signal flat, not every such curve was filed as active; inconclusive = small, poorly fitted or top-dose-only effect, or effect the other way, or a change in a side signal; inactive = no such curve, though single readings can be large or run the other way; the % refers to the signal ratio; note: % is set by controls: 0 for no effect and ±100 for the full control effect
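His-tagged MBNL1 binding to biotinylated (CUG)12 RNA was measured by TR-FRET using terbium anti-His antibody (0.055 ng/ul final) and streptavidin-XL665 (5 nM final). Compounds were titrated 92 nM to 58 uM; 60 min at room temperature.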
BRCA1 expr up: qHTS Assay to Identify Small Molecule Activators of BRCA1 Expression. MCF7-BRCA1-FFLuc reporter, luminescence, 48 h; response scale: scaled: vehicle 0%, 10 µM genistein 100%. AID 624202, 2012. 380,000 compounds, 1.1% hits. Potency, µM (top dose mostly 46.1 µM), inactives show at the highest dose activation, actives largely listed as activators; note: nearly all actives have a fitted effect of over 80% in size; some results filed as inactive show a strong effect at the top dose
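Compounds are tested at multiple concentrations on MCF7 BRCA1-luciferase reporter cells seeded at 2000 per well; after 48 h, a single luminescence end-point is taken and curves fitted to the normalized data.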
FLuc modulator: qHTS profiling assay for firefly luciferase inhibitor/activator using purifed enzyme and Km concentrations of substrates (counterscreen for miR-21 project); purified FLuc, Km substrates, luminescence inhibition; 360,000 compounds, 6.9% hits; Luciferin 4-monooxygenase (Photinus pyralis), P08659; AID 588342, 2011; Potency, µM (titrated, usually from 57.5 µM), inactives show top-dose activity change, negative = inhibition, most hits filed as inhibitors;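 note: plate controls were vehicle for no effect and reference inhibitor for full effect; nearly all actives have a fitted effect of over 55% in size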
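Biochemical qHTS of compounds, final roughly 60 µM downward over six points, against 10 nM purified firefly luciferase using Km concentrations of substrates (10 uM D-luciferin, 10 uM ATP) in Tris acetate pH 7.5 buffer; luminescence output.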
VP16 counter: VP16 counterscreen qHTS for inhibitors of ROR gamma transcriptional activity; Drosophila S2 Gal4-VP16 UAS-luciferase, luminescence, 20 h; Potency, µM (titrated, usually from 53.6 µM), inactives show at the highest dose activity, negative = inhibition, most hits filed as inhibitors; 310,000 compounds, 3.5% hits; AID 2546, 2010;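 note: Gal4-VP16 expression switched on by copper sulfate through the metallothionein promoter; % is set by controls: 0 for no effect and ±100 for the full control effect; nearly all actives have a fitted effect of over 50% in size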
NPC1 prom act: qHTS Assay for NPC1 Promoter Activators; Huh7 NPC1 promoter luciferase reporter, 24 h; Potency, µM (titrated, usually from 9.22 µM), for inactives: at the top dose activation, actives largely listed as activators; 320,000 compounds, 2.4% hits;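 note: % of control where 0% means no effect; nearly all actives have a fitted effect of over 60% in size; reporter is driven by a mutant NPC1 promoter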
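Compounds in DMSO were transferred onto Huh7 NPC1-luciferase reporter cells pre-incubated 2 h; after 24 h at 37 °C, Amplite reagent was dispensed and luminescence recorded 10 min later.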
CXXC DNA block: qHTS Fluorescence Polarization Assay for Inhibitors of MLL CXXC domain - DNA interaction. 290,000 compounds, 0.037% hits. MLL-CXXC / FITC-HOXA9 DNA fluorescence polarization. Histone-lysine N-methyltransferase 2A (Homo sapiens), Q03164. Potency, µM (top dose mostly 115 µM), without a hit: top-dose activity change, negative = inhibition, hits mostly inhibitors; active = well fitted inhibition curve with a large enough effect in the polarisation, with a control signal flat, not every such curve was filed as active; inconclusive = small, poorly fitted or top-dose-only effect, or effect the other way, or a change in a side signal; inactive = no such curve, though single readings can be large or run the other way; the % refers to the polarisation
Target sequence (Q03164 whole entry, looked up, the tested form may be a part): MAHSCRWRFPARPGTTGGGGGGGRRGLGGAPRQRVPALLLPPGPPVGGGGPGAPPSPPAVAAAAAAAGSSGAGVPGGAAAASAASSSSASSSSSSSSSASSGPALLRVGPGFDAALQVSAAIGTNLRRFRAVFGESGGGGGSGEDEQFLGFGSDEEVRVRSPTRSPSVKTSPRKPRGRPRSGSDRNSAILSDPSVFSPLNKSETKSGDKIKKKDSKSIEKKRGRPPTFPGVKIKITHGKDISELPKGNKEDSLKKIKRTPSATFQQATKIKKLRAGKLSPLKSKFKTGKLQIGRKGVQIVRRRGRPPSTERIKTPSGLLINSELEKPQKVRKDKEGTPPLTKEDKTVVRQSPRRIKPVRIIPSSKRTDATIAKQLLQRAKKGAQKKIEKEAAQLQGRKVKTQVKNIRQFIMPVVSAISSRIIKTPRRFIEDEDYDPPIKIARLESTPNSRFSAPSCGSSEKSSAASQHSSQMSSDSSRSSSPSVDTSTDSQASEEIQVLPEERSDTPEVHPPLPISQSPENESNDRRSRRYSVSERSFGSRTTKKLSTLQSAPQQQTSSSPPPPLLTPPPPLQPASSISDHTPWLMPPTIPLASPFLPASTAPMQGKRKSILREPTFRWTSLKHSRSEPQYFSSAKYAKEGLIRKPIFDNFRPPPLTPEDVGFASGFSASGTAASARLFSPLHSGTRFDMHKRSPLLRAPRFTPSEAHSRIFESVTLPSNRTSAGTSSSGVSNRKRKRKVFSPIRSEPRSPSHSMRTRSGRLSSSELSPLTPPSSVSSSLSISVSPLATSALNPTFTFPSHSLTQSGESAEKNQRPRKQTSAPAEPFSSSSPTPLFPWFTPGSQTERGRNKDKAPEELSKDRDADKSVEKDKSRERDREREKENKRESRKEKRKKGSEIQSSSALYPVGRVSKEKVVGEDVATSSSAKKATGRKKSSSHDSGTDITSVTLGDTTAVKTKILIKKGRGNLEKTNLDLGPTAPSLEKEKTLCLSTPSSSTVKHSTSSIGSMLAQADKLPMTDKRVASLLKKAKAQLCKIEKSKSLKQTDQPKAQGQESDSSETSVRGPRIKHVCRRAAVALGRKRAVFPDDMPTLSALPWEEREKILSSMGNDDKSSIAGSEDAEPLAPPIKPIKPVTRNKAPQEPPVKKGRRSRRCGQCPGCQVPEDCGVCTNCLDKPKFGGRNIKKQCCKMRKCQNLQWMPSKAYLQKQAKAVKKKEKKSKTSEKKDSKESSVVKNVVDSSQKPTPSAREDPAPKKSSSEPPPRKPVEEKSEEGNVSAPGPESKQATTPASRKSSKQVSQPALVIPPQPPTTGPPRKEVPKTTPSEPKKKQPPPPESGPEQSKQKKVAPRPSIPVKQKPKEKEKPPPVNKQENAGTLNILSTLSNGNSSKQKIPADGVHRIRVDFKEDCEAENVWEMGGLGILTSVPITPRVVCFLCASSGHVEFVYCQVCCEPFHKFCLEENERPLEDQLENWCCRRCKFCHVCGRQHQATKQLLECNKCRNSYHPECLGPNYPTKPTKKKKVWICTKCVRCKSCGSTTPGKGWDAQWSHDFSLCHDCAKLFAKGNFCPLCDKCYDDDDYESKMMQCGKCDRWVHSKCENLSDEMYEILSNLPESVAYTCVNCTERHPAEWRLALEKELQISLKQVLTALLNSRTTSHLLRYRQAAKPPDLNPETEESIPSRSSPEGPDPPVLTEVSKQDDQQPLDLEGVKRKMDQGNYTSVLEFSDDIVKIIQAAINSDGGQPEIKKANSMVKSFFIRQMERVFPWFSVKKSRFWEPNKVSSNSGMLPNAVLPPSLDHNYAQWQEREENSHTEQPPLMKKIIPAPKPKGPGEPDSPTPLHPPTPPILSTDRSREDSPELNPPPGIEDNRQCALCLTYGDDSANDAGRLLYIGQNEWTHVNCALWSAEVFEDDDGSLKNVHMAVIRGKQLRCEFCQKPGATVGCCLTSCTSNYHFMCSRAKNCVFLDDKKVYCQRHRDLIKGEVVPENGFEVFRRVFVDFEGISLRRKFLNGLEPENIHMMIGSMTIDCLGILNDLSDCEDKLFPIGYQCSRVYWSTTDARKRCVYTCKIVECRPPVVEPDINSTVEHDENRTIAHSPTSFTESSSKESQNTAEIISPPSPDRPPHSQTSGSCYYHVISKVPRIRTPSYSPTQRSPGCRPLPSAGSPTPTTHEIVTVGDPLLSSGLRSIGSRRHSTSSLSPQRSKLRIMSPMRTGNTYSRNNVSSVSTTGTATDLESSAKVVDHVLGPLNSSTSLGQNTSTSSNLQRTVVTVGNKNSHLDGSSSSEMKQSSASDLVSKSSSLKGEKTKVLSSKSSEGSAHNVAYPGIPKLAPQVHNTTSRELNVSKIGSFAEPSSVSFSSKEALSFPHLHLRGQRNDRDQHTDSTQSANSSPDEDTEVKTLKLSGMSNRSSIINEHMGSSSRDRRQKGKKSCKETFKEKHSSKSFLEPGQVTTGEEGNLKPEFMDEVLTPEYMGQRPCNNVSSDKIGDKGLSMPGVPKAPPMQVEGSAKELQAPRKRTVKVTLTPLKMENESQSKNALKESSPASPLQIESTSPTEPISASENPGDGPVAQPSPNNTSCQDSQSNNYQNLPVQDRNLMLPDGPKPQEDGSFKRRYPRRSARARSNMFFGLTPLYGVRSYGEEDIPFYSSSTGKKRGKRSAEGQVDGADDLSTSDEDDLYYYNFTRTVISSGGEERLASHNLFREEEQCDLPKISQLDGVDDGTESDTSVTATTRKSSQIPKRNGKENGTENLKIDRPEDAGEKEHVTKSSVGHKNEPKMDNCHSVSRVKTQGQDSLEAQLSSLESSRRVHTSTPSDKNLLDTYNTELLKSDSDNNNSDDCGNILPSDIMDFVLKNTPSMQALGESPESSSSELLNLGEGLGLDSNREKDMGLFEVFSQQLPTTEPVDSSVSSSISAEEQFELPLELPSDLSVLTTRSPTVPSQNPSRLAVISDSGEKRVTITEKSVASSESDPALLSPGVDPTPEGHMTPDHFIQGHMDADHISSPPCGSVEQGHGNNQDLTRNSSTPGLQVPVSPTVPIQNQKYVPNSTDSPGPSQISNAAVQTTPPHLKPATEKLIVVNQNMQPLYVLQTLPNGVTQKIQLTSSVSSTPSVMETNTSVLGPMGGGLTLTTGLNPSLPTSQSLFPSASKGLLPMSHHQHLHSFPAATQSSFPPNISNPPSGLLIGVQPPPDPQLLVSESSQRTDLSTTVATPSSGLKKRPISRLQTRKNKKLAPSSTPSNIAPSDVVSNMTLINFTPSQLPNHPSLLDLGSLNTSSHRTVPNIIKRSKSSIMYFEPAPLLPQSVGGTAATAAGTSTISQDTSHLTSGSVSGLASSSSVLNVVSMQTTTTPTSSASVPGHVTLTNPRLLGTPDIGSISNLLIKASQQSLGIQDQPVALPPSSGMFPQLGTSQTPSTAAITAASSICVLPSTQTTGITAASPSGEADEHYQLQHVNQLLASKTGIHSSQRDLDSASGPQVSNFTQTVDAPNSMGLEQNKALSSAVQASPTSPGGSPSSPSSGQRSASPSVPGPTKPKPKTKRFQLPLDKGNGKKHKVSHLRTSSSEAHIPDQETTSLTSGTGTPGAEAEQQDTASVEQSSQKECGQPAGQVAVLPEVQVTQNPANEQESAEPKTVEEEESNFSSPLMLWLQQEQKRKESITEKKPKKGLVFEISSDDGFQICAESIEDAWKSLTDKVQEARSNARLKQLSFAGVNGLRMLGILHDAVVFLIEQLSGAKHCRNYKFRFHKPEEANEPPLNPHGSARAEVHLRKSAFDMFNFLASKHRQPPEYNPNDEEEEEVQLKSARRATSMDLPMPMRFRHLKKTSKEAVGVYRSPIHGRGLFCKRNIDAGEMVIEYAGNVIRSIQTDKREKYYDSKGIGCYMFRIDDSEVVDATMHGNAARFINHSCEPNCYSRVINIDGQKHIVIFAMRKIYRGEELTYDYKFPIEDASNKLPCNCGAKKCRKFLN
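Purified MLL-CXXC (added from a 7 uM solution) was preincubated 5 min at ambient with pinned compounds in 50 mM Tris-HCl pH 7.5, 50 mM NaCl, 1 mM DTT, 0.05% BSA. Fluorescein-labeled HOX-A9 DNA (50 nM solution) followed, 30 min, then polarization read.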
Rab9 promoter act: qHTS Assay for Rab9 Promoter Activators; Huh7 Rab9 promoter-luciferase reporter, luminescence, 24 h; Potency, µM (titrated, usually from 9.22 µM), for inactives: at the highest dose activation, negative = inhibition, actives largely listed as activators; 320,000 compounds, 2.8% hits; note: % of control where 0% means no effect; nearly all actives have a fitted effect of over 60% in size
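Cells were plated at 1500 per well in reduced-serum medium with 10% FBS and left 2 h. Compound in DMSO was then added for 24 h at 37 °C. Reporter signal was read by luminescence after 10 min with luciferase detection reagent.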
p53 reactivation: qHTS assay for re-activators of p53 using a Luc reporter; H1299 p53-A138V BP100-luciferase reporter, luminescence, 24 h; Potency, µM (doses to about 92.2 µM), without a hit: at the top dose activity change, positive = activation, actives largely listed as activators; 320,000 compounds, 0.063% hits; AID 504706, 2011; note: % of control where 0% means no effect; nearly all actives have a fitted effect of over 45% in size
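p53-null H1299 cells stably carrying temperature-sensitive p53-A138V and a BP100-luciferase reporter were pinned with compounds (4-point, 1:5 series) and held 24 hrs at 37 deg C. Luminescence was read 10 min after detection reagent.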
ELG1 genotoxic: qHTS screen for small molecules that induce genotoxicity in human embryonic kidney (HEK293T) cells expressing luciferase-tagged ELG1; HEK293T ELG1-luciferase reporter, luminescence, 16 h; Potency, µM (doses to about 46 µM), inactives show top-dose activity change, positive = activation, actives largely listed as activators; 330,000 compounds, 1.3% hits; AID 504466, 2011; note: % of control where 0% means no effect; nearly all actives have a fitted effect of over 60% in size
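After overnight (16 hr) compound treatment at 37 °C, ELG1-luciferase HEK293T cells were lysed with ONE-Glo; luminescence quantified 30 min later at room temperature.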
An asterisk follows results filed as active; ? = inconclusive; . = no result given; & = joins results of further samples; [ ] = remark or other dose. Unless noted, calls come from the whole dose curve; as a rule, active = well fitted curve in the direction sought with a large enough effect; inconclusive = small, poorly fitted or top-dose-only effect, or another doubt; inactive = no such curve, though single readings can be large; an effect the other way counts as inactive or inconclusive. Potency is the fitted concentration of half-maximal effect.

No. | structure | uPA surface inh | RORg inh | MBNL1 CUG block | BRCA1 expr up | FLuc modulator | VP16 counter | NPC1 prom act | CXXC DNA block | Rab9 promoter act | p53 reactivation | ELG1 genotoxic
1 | CCN(CC(=O)Nc1cc(Cl)ccc1C)C(=O)CCS(=O)(=O)c1ccc(Cl)cc1 | 1.1% | 0.0% | -1.4% | -22.2% | 5.3% | 3.3% | 0.4% | -13.8% | -0.4% | -6.0% | -13.9%
2 | CC1C(c2ccccc2)=[N+]([O-])C2(CCCC2)N1O (configuration not stated) | 5.1% | -3.3% | 0.2% | 31.4% | 2.0% | -10.8% | 8.4% | 9.0% | -0.2% | -3.2% | 0.1%
3 | O=C(NCCc1ccccc1)c1ccc(Cl)c(S(=O)(=O)N2CCOCC2)c1 | -5.7% | . | -0.4% | 20.1% | -1.1% | . | 12.1% | -6.9% | 3.2% | . | -3.2%
4 | CN(C)c1ccc(NC(=O)COC(=O)Cn2nnc3ccccc32)cc1 | 4.1% | -1.4% | -5.8% | -9.5% | 2.6% | 4.2% | -2.2% | -0.4% | -5.0% | 14.4% | 1.3%
5 | COc1cc(C(=O)NCCCNc2ccc([N+](=O)[O-])cc2)cc(OC)c1OC | 10.6% | ? | ? | -8.8% | -3.0% | 0.4% | 0.2% | 22.2% | -4.3% | -12.9% | -2.7%
6 | NC(=O)C1=C[C@H](c2ccc(C(F)(F)F)cc2)C[C@H](OCCCCO)O1 | -3.2% | 23.5% | 1.4% | 0.0% | 7.5% | -7.3% | -2.1% | -11.8% | -3.6% | 1.7% | -3.1%
7 | O=C(C1=C[C@H](c2ccccc2)C[C@H](OCc2ccc(CO)cc2)O1)N1CCN(Cc2ccccc2)CC1 | 4.2% | 8.3% | 4.1% | -7.9% | -0.1% | 4.1% | -5.0% | -20.4% | -1.3% | 3.4% | -4.6%
8 | CCOC(=O)N1CCN(C(=O)c2ccc3c(c2)N(Cc2cccc(Cl)c2)C(=O)c2ccccc2S3=O)CC1 (configuration not stated) | -7.8% | -7.3% | -1.4% | -10.2% | 0.1%&-2.0% | -9.5% | -0.1% | -5.0% | -3.4% | -7.8% | 1.0%[9.26 µM]
9 | Brc1cccc(OCCCCN2CCCCC2)c1 | -12.0% | -20.4% | -15.7% | -1.9% | 1.6% | -4.9% | 1.4% | 0.2% | -5.0% | -5.5% | -6.5%
10 | Cc1ccc(-c2nc(SCC(=O)NCC3CCCO3)c(-c3ccc(Cl)cc3)[nH]2)cc1 (configuration not stated) | 0.8% | ? | -10.3% | -23.3% | 5.7% | -11.2% | -4.0% | 12.1% | -14.3% | -4.5% | -0.9%
11 | CCc1nnc(NC(=O)c2cccc(S(=O)(=O)N3CCN(c4ccccc4)CC3)c2)s1 | 0.4% | 12.6µM* | 8.5% | -19.6% | 0.8% | ? | -1.6% | -9.7% | -0.6% | -8.3% | 1.2%
12 | Cc1ccc(C2=N/C(=C\c3ccc(OS(=O)(=O)c4ccc(C)cc4)cc3)C(=O)O2)cc1 | 1.7% | 14.5% | ? | -11.8% | -0.3% | ? | 0.0% | 2.7% | -6.0% | -6.6% | -0.3%
13 | COCCOC(=O)c1c(NC(=O)CNCc2ccco2)sc(C(N)=O)c1C | -0.5% | 10.0% | . | -2.6% | -2.9% | -5.5% | -8.3% | 9.6% | 1.6% | -3.6% | 14.3%
14 | CC(C)c1ccc(OCC(=O)N(Cc2ccccc2)c2ccccn2)cc1 | -4.7% | 44.6% | -4.1% | -36.6% | -1.4% | ? | -1.5% | 1.3% | -1.0% | -1.2% | -1.3%
15 | CCOc1cc(C2C3=C(CC(C)(C)CC3=O)Nc3n[nH]c(C)c32)ccc1O (configuration not stated) | -0.6% | 1.2% | -2.3% | 2.0% | -2.2% | 3.4% | -6.0% | -0.4% | -3.0% | -0.8% | 3.6%
16 | COc1ccc(CNC(=O)COC(=O)c2ccc3c(c2)OCCO3)cc1 | 0.4% | 24.8% | 33.8%[activator] | -12.1% | -0.5% | -3.3% | 5.7% | -9.4% | -10.0% | 8.6% | 3.1%
17 | Cc1cc(F)ccc1S(=O)(=O)Nc1ccccc1C(=O)NCc1cccnc1 | -4.3% | 0.0% | -7.8% | -10.8% | -25.4% | 4.4% | -1.8% | 16.7% | 1.4% | -0.3% | -1.7%
18 | Cc1cc(OCC(O)CN2CCN(C)CC2)ccc1C(C)C (configuration not stated) | -0.5%&-2.6% | -3.8% | -2.0% | -14.5%&-27.8% | -2.2% | 0.5% | 7.1% | -1.3% | -6.1% | 9.1% | -4.0%
19 | Cc1cc(C)c2nc(C)cc(N/N=C/c3ccc(O)cc3)c2c1 | -10.7% | ? | ? | -96.1%[inhibitor] | 13.5µM* | 4.47µM* | -20.2% | ? | -4.6% | . | ?
20 | Cc1nc(-c2ccc(C(=O)N3CCOCC3)cc2)cs1 | 2.7% | -18.3% | -7.9% | 33.4% | -1.2% | -2.6% | 3.3% | 0.2% | 7.0% | 3.0% | -4.6%
21 | Cn1c(SCC(=O)Nc2ccc3nc(SCC(=O)N4CCCC4)sc3c2)nnc1-c1ccccc1 | 3.0% | 40.7% | 0.5% | 13.3% | -14.2% | -13.5% | 0.2% | -4.5% | -5.9% | -11.3% | -3.1%
22 | Nc1nn2cc(-c3ccccc3)nc2c2ccccc12 | -7.4% | -21.6% | -3.7% | 74.5% | 1.9µM* | -13.1% | ? | 1.8% | 3.16µM* | ? | 5.17µM*
23 | CCC(C)N(C(=O)COC(=O)c1cn(CC)c2nc(C)ccc2c1=O)C1CCS(=O)(=O)C1 (configuration not stated) | 0.9% | -2.7% | 14.0% | 1.0% | -3.7% | -1.3% | 9.2% | 0.6% | -24.9% | 1.2% | -8.0%
24 | Cc1ncc(CN2CCN(C(C)C)C(CCO)C2)s1 (configuration not stated) | 0.4% | 0.3% | -21.0% | 4.8% | -1.9% | 4.6% | 0.3% | -3.4% | -6.5% | 1.2% | 0.2%
25 | Cc1ccc(Cn2c(NCCCn3ccnc3)nc3c2c(=O)n(C)c(=O)n3C)cc1 | 0.1% | 33.0% | -1.3% | -20.6% | -1.3% | -4.1% | -2.3% | 2.6% | 3.5% | -2.1% | -2.9%
26 | C=CCn1c(SCC(=O)NC(=O)c2cccn2C)nc2ccccc2c1=O | -0.3% | 0.7% | 16.4% | -4.5% | 7.3% | -5.3% | -5.3% | 1.8% | -3.9% | 0.0% | -0.9%
27 | Cn1c(Cc2cccs2)nnc1SCC(=O)N1CCc2ccccc21 | -1.2% | 2.0% | 6.7% | -10.2% | 0.1% | 5.4% | 1.7% | 2.2% | -0.5% | -0.3% | 2.2%
28 | Cc1nc(NC2CCCC2)sc1C(=O)N(C)C | 4.6% | 23.6% | -11.0% | 23.5% | -2.2% | -0.4% | 2.4% | -4.7% | 8.4% | 5.8% | ?
29 | CC(C)Sc1nnc(-c2c[nH]c3ccccc23)n1C | ? | 31.6% | -2.7% | 7.08µM* | ? | 14.5% | 21.9% | -3.1% | ? | ? | ?
30 | O=C(NCc1ccco1)c1cc(-c2cccs2)on1 | . | 3.7% | 2.7% | 4.9% | 10.7µM* | 8.1% | 3.16µM* | -14.6% | 2.82µM* | ? | ?
31 | Cc1ccc(NC(=S)N(CCN(C)C)Cc2cc3cccc(C)c3[nH]c2=O)cc1 | -4.8% | -31.9% | -2.6% | -24.6% | 3.5% | -3.0% | -0.6% | -2.3% | -17.6% | 9.8% | 1.9%
32 | O=c1oc(-c2ccc(F)cc2)nc2ccsc12 | -7.5% | 0.1% | 0.8% | 36.2% | -15.0% | -29.5% | 1.6% | 2.2% | 11.2% | ? | 18.1%
33 | C=C(Br)Cn1c(CCCC)nc2ccccc21 | 5.6% | 15.8µM* | -1.7% | -10.5% | -0.8% | ? | -1.5% | 0.4% | -9.3% | -4.8% | 0.9%

Bioassay records from PubChem BioAssay.

The list is partial (hit frequency here may not be typical).
